# Source: PubChem
# GPR151 ag – activators of human GPR151, primary screen, cell-based, PathHunter beta-arrestin, luminescence; G-protein coupled receptor 151 (Homo sapiens), Q8TDV0; PathHunter beta-arrestin GPR151 cells; activation, % at 11.2 µM; hit rate 1% among 650,000; in the data active = activation above about 4.9%;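 also: 0% = median of compound wells and 100% = cells with positive control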
# Target sequence (Q8TDV0 whole entry, looked up): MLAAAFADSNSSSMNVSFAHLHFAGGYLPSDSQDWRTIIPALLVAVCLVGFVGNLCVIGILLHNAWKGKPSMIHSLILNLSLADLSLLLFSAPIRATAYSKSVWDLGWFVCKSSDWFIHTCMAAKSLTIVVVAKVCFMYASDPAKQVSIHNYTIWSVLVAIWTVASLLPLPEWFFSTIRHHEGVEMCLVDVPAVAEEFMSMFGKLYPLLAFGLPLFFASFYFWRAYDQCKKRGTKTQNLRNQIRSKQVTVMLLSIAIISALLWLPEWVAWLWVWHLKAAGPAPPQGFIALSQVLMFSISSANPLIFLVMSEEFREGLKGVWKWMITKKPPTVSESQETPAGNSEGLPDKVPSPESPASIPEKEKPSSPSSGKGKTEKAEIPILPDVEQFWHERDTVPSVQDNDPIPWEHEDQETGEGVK
# FBW7 activator – FBW7 E3 ligase activators, primary screen, biochemical, AlphaScreen, human; F-box/WD repeat-containing protein 7 (Homo sapiens), Q969H0; AlphaScreen FBW7–phospho-cyclin E peptide binding, activator screen; normalized activity (activation), % at 26.1 µM; hit rate 0.13% among 650,000; AID 1259310, 2017; in the data active = normalized activity above about 1.9%;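 also: purified mutant Fbw7 with reduced substrate affinity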
# MITF primary – MITF inhibitors, primary screen, biochemical, AlphaScreen, human. Microphthalmia-associated transcription factor (Homo sapiens), O75030. AlphaScreen MITF homodimerization, bead proximity signal. inhibition, % at 2.6 µM. hit rate 0.91% among 650,000; in the data active = inhibition above about 50%;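 also: 0% = vehicle wells with protein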
# Target sequence (O75030 whole entry, looked up): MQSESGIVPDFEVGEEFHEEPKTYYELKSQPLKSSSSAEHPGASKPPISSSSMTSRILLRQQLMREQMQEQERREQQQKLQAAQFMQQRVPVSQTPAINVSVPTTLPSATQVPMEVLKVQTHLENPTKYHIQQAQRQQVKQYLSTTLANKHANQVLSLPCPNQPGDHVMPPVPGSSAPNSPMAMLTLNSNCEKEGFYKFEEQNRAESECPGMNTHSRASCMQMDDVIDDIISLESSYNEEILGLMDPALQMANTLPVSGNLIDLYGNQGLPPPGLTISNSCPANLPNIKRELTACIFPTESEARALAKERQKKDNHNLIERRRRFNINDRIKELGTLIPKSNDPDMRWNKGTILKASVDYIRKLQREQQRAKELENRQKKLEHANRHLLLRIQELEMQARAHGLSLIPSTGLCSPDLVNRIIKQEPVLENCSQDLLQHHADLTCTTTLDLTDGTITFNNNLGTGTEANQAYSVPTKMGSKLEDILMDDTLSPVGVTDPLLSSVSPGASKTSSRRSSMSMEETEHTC
# TEAD-YAP block – TEAD-YAP interaction inhibition, primary screen, TEAD-YAP interaction inhibitor project, luminescence, HEK-TIYL cells | TEAD-Gal4/YAP UAS-luciferase luminescence | inhibition, % at 9.12 µM | hit rate 1.4% among 640,000 | AID 1259422, 2018; in the data active = inhibition above about 32%;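 also: 0% = median of test compound wells and 100% = reference inhibitor wells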
# An asterisk follows results filed as active; x = not tested or not shown. Compounds were not picked by outcome. Share with any hit: about 3.4%.
mol	GPR151 ag	FBW7 activator	MITF primary	TEAD-YAP block
CCCCc1ccc(C2=N/C(=C\C=C\c3ccccc3)C(=O)O2)cc1	0.3	-0.1	-9	6
CC1(C)CC2CC(C)(CN2S(=O)(=O)c2cccc(N)c2)C1 (configuration not stated)	0.0	0.0	0	-9
CCCCC(c1nnnn1C1CCCC1)N1CCN(C(=O)c2ccco2)CC1 (configuration not stated)	-1.1	0.4	3	-5
CCN(CC)C(=O)N1CCC(NC(=O)c2ccccc2F)CC1	2.7	-0.1	-7	-3
O=C(N/N=C/c1ccc(-c2cccc([N+](=O)[O-])c2)o1)c1cccc(F)c1	-0.1	0.0	-5	-4
Cc1cc2nc(CCC(=O)O)[nH]c2cc1C	0.2	0.1	-4	-30
CCOc1cc(/C=C2\C(C)=C(C#N)c3nc(N)c(C#N)c(C)c32)ccc1OCC(=O)OC	-0.1	-0.2	-7	-2
C#CCn1c(=NC(=O)c2cccc(N3C(=O)CCC3=O)c2)sc2cc(C)ccc21	1.0	-0.2	-6	4

# Continuation:
mol	GPR151 ag	FBW7 activator	MITF primary	TEAD-YAP block
COc1ccc(CCNC(=O)CN(CCc2ccccc2)S(=O)(=O)c2ccc(OC)cc2)cc1	-0.9	0.0	1	15
CN(c1ccc([N+](=O)[O-])cc1C(N)=O)C1CCCCC1	1.6	-0.4	4	3
COc1cc(S(=O)(=O)N2CCN(c3ccccc3)CC2)ccc1F	1.5	0.0	-5	3
Nc1cccc(S(=O)(=O)N2CCN(C(=O)c3ccccc3)CC2)c1	-0.9	0.2	17	11
O=C(O)c1ccc(F)c(S(=O)(=O)NCCCN2CCCC2=O)c1	-0.1	0.0	-4	6
CCN1CCCC1CNC(=O)CN1C(=O)COc2ccc(C)cc21 (configuration not stated)	-0.4	-0.2	-8	-6
Cc1cccc(NNC(=O)C(O)(c2cccc(C)c2)c2cccc(C)c2)c1	-3.1	0.0	17	0
COc1ccc(CC(=O)N2CCN(c3ccc([N+](=O)[O-])cc3)CC2)cc1	-0.1	0.0	-2	7

# Later entries:
mol	GPR151 ag	FBW7 activator	MITF primary	TEAD-YAP block
O=C(CNC(=O)c1ccccc1)Nc1cccc(C(F)(F)F)c1	-0.1	0.0	4	2
CCCOc1cccc(C2/C(=C(\O)c3ccc(OC)cc3)C(=O)C(=O)N2c2cc(C)on2)c1 (configuration not stated)	1.5	0.6	5	-10
O=C(Nc1ccc(NC(=O)c2ccccc2F)cn1)c1ccco1	-3.2	0.3	9	17
CCCCOc1ccc(-c2nc(C=Nc3ccc(Cl)cc3)c(O)o2)cc1	-0.5	0.1	10	-7
COc1ccc(/C=C(\NC(=O)c2cc(OC)c(OC)c(OC)c2)C(=O)O)cc1	2.0	-0.1	-8	11
COc1ccc(OC)c(Cc2nnc(CCC(=O)NCCc3nc(C)c(C)s3)o2)c1	-0.6	0.3	11	-9
COc1ccc(N=Cc2cc([N+](=O)[O-])ccc2O)cc1	2.4	0.0	8	2
O=C(Nc1c(C(=O)Nc2ccc(F)cc2)cnn1-c1ccccc1)c1ccc(Br)cc1	0.3	-0.1	-7	-11

# More entries:
mol	GPR151 ag	FBW7 activator	MITF primary	TEAD-YAP block
c1csc(Cn2nnnc2CN2CCC(n3cnc4cccnc43)CC2)c1	-0.3	0.1	6	-11
CC(C)(CN1CCN(CCC#N)CC1)NS(=O)(=O)c1ccccc1	-1.0	0.0	-28	3
Cc1cc(C(=O)Nc2ccc3oc(-c4cccc(Cl)c4Cl)nc3c2)ccc1[N+](=O)[O-]	-0.2	0.4	14	-12
CCS(=O)(=O)c1ccc2c(c1)N(CCOC)C(=O)C(F)(F)O2	2.0	-0.1	17	-4
Cc1cc(N)ccc1-c1ccc(CO)o1	0.0	-0.1	14	3
COC(=O)c1ccc(CN2CCC(CO)(Cc3cccc(OC)c3)CC2)cc1	0.3	0.6	6	12
O=C(Nc1cccc(Cl)c1)N(c1ccc(Cl)cc1)C1CCS(=O)(=O)C1 (configuration not stated)	-1.8	0.1	-6	-1
Fc1ccc(-c2csc(=Nc3cccc(C(F)(F)F)c3)n2Cc2ccc3c(c2)OCO3)cc1	-0.9	0.6	0	1

# Later entries:
mol	GPR151 ag	FBW7 activator	MITF primary	TEAD-YAP block
CC(=O)c1c(C)[nH]c(C(=O)O)c1C	1.1	-0.3	0	0
COCCNCCOCCOc1ccc(C)cc1[N+](=O)[O-]	-1.3	0.2	58*	-8
Cc1ccccc1NC(=O)Nn1cnnc1	-0.1	-0.3	1	7
COCC(=O)N1CCC(Oc2ccc(C(=O)NCCCc3ccccc3)cc2)CC1	1.3	0.0	8	-3
CCOC(=O)c1cn(CC(=O)Nc2ccc(C)cc2)nn1	-0.1	-0.2	2	-3
Cc1cccc(N(C)c2ccnc3c(-c4ccc(N)cc4)cnn23)c1	-0.5	-0.4	18	56*
COC(CN(C)S(=O)(=O)c1ccc2c(c1)c(=O)n(C)c(=O)n2C)OC	0.3	0.1	4	9
COc1ccccc1/C=C/C(=O)Oc1ccc2c(C)cc(=O)oc2c1	1.3	0.1	16	-6

# (cont.)
mol	GPR151 ag	FBW7 activator	MITF primary	TEAD-YAP block
COc1ccccc1-n1c(SCC(=O)NCc2cccs2)nnc1-c1cccnc1	-0.5	3.3*	-1	4
Cc1cc(N2CCC(C)CC2)nc(-n2nc(C)cc2C)n1	0.7	-0.1	2	18
Cn1cnnc1SCC(=O)N1CCCC1	-1.1	0.2	33	-1
CCOC(=O)/C(C#N)=C/c1c(Oc2ccc(C)cc2C)nc2c(C)cccn2c1=O	-0.4	-0.1	9	-8
O=C(Nc1c2c(nn1-c1cccc(Cl)c1)CSC2)c1cc2ccccc2oc1=O	0.9	0.2	13	6
Cc1ccc(C2=N/C(=C\c3ccc(Br)cc3)C(=O)O2)cc1	0.5	0.0	-4	-1
Nc1cc(-c2ccccc2)nn1Cc1ccccc1	-1.0	-0.1	11	-11
O=C(NCc1ccc(F)cc1)c1ccc2c(=O)n(C3CCCCC3)c(=S)[nH]c2c1	-1.1	0.0	-3	2

# An excerpt of the results above:
mol	GPR151 ag	FBW7 activator	MITF primary	TEAD-YAP block
COc1ccccc1-n1c(SCC(=O)NCc2cccs2)nnc1-c1cccnc1	-0.5	3.3*	-1	4
Cc1cc(N2CCC(C)CC2)nc(-n2nc(C)cc2C)n1	0.7	-0.1	2	18
Cn1cnnc1SCC(=O)N1CCCC1	-1.1	0.2	33	-1
CCOC(=O)/C(C#N)=C/c1c(Oc2ccc(C)cc2C)nc2c(C)cccn2c1=O	-0.4	-0.1	9	-8
O=C(Nc1c2c(nn1-c1cccc(Cl)c1)CSC2)c1cc2ccccc2oc1=O	0.9	0.2	13	6
Cc1ccc(C2=N/C(=C\c3ccc(Br)cc3)C(=O)O2)cc1	0.5	0.0	-4	-1

# More compounds follow:
mol	GPR151 ag	FBW7 activator	MITF primary	TEAD-YAP block
CC(=O)N(C1=C(Cl)C(=O)c2ccccc2C1=O)c1ccc(Br)cc1	0.1	-0.1	18	11
Cc1cccc(-c2nc(C)c(CCNC(=O)C(=O)Nc3ccccc3C#N)s2)c1	3.3	-0.1	-4	-6
O=C1COc2ccc(C3=Nn4c(nnc4-c4ccccc4Cl)SC3)cc2N1	-0.9	0.0	4	3
O=C1CSC(=S)N1/N=C/c1ccc([N+](=O)[O-])o1	-1.5	-0.7	45	22
COc1cc(OC)cc(C(=O)Nc2cc3c4c(c2)CCC(=O)N4CCC3)c1	-1.2	-0.1	6	5
O=C(CSc1c[nH]c2ccccc12)Nc1nccs1	0.1	-0.1	6	-1
Cc1ccc(C)c(N(C)S(=O)(=O)c2ccc3[nH]cc(C(=O)N4CCN(Cc5ccccc5)CC4)c(=O)c3c2)c1	1.1	-0.1	-3	0
CC(C)CNC(=O)C1CCCN(C(=O)NCc2ccccc2)C1 (configuration not stated)	1.4	0.1	6	5

# Carrying on.
mol	GPR151 ag	FBW7 activator	MITF primary	TEAD-YAP block
CC(=O)Nc1ccc(OC(=O)C2COc3ccccc3O2)cc1 (configuration not stated)	2.5	0.1	0	-5
COc1ccc(/C=N/Nc2ncnc3c2cnn3-c2ccccc2)c(OC)c1	2.0	0.0	12	0
CCN(CC)CCCNc1nc2cc(OC)c(OC)cc2c2nc(-c3cccnc3)nn12	1.9	-0.1	24	27
CC(C)N(CCNC(=O)c1cnc(Nc2cnccn2)s1)C(C)C	-2.6	-0.1	0	-2
Cc1cccc(CCN=c2c([N+](=O)[O-])nn(-c3ccc4c(c3)OCCO4)n2O)c1	-0.4	0.0	12	8
CC(C)NS(=O)(=O)c1ccc(OCC(N)=O)c(Cl)c1	1.5	0.0	15	3
COc1ccc2c(CNCc3ccccc3)c(C(=O)O)n(C)c2c1	-0.7	0.9	3	-4
Cc1ccc(C)c(OCc2cc(C(=O)NC(C)c3cnn(C)c3)no2)c1 (configuration not stated)	-0.7	0.0	-2	4

# (cont.)
mol	GPR151 ag	FBW7 activator	MITF primary	TEAD-YAP block
COc1ccc(N(Cc2nnc3n2CCCCC3)C(=O)Nc2ccc(C)cc2)cc1OC	-1.0	0.1	7	-1
Cc1ccc2cc(NC(=O)c3cnc4ccccc4n3)ccc2n1	2.0	-0.1	-5	-10
COc1ccc(C(=O)Nc2ccnn2C2CCN(C(=O)C3=CCCCC3)CC2)cc1	-1.5	0.0	-1	-16
COCCNc1nc(CN2CCN(c3ccccc3)CC2C)nc2ccc(Cl)cc12 (configuration not stated)	0.9	-0.1	8	10
CCOC(=O)c1c(NC(=O)C23CC4CC(CC(C4)C2)C3)sc(C(=O)Nc2ccc(OC)cc2OC)c1C	-0.2	1.0	18	1
CCCCC/C=C\C=C\[C@@H](O)CCCCCCCC(=O)O	4.2	x	-2	x
COc1ccccc1NC(=S)NCC1CCCO1 (configuration not stated)	3.7	-0.1	-9	1
Cc1cccc(C2C=C(c3ccc(C)c(C)c3)Nc3nnnn32)c1 (configuration not stated)	2.9	0.0	-15	30

# The results go on:
smiles	GPR151 ag	FBW7 activator	MITF primary	TEAD-YAP block
COc1ccc(C(CC(=O)Nc2ncccc2C)N2Cc3ccccc3C2=O)cc1OC (configuration not stated)	-1.3	0.1	-14	-13
CCOc1ccccc1CNc1sc2c(c1C(=O)Nc1cc(OC)ccc1OC)CCC2	0.7	0.3	13	-2
Cc1csc(NC(=O)CSc2nccn2Cc2ccc(F)cc2)n1	0.7	-0.3	-12	-5
CCC(CCC(C)O)CC1CCCO1 (configuration not stated)	2.9	-0.1	-5	-6
C/C(=N\NC(=O)c1ccc(CSc2nc(C)cc(C)n2)cc1)c1ccc2c(c1)OCO2	3.0	0.1	2	7
O=C(CC1CC2CCC1C2)OCC(=O)c1c[nH]c2ccccc12 (configuration not stated)	0.3	0.0	8	3
FC(F)Oc1ccc(NC(=S)NCCc2c[nH]c3ccccc23)cc1	0.2	0.4	11	-4
CC(C)C(=O)N1CCC(c2nc3c(nnn3Cc3cccc(Cl)c3)c(=O)[nH]2)CC1	-0.7	0.3	4	-4
CC1=NN(c2cc(C)c(C)cc2Br)C(=O)/C1=C\c1ccc(-c2ccc(S(N)(=O)=O)cc2)o1	0.0	-0.5	15	0
CSCc1c(C(=O)NNC(=O)CC23CC4CC(CC(C4)C2)C3)oc2ccccc12	-0.3	0.2	8	-3
CCC(CC)c1nnc(NC(=O)c2ccc(SC)cc2OC)s1	-1.2	0.0	7	3
Cn1cc(C(=O)n2ccnc2)c(=O)c2cc(S(=O)(=O)N3CCOCC3)ccc21	-0.5	0.1	3	-7
Cc1nc(Nc2nc3ccccc3o2)ncc1C(=O)Nc1cccc(C(F)(F)F)c1	-1.2	-0.2	-8	-7
Cn1c(=O)c(=O)n(C)c2cc(S(=O)(=O)NCCN3CCCCCC3)ccc21	-0.4	0.0	15	-6
O=C(Cn1ncc2c(=O)oc3ccccc3c21)NCc1cccc(Cl)c1	0.3	0.0	1	-2
Cc1cc(N)n2nc(-c3ccccc3)c(-c3ccccc3)c2n1	2.6	0.1	0	4
CCCCOc1ccc(C(=O)Nc2cc(C3CC3)nn2-c2nc(C(C)C)cc(=O)[nH]2)cc1	-0.5	-0.1	1	-3
O=C(O)c1ccc(N2C(=O)CC(NNC(=O)c3ccc(O)cc3)C2=O)cc1 (configuration not stated)	-1.4	0.0	33	1
CC(C)c1ccc(C2C(C(=O)/C=C/c3ccco3)=C(O)C(=O)N2CCCn2ccnc2)cc1 (configuration not stated)	1.2	-0.2	8	1
Cc1ccc(N(C(C)C(=O)N2CCCCCC2)S(C)(=O)=O)cc1C (configuration not stated)	2.3	-0.1	10	-5
C=CCc1c(C)nc2c(C(=O)O)cnn2c1C	0.1	0.4	9	2
Clc1ccc(OCCN2CCNCC2)c(Cl)c1	1.2	-0.2	45	5
COc1ccc(NC(=O)c2cnc(N3CCN(c4ccccc4OC)CC3)c3ccccc23)c(OC)c1	-1.0	0.5	7	10
CCCC1(C(=O)OC)NC(c2ccc(N(C)C)cc2)C2C(=O)N(C)C(=O)C21 (configuration not stated)	3.7	0.2	-6	-4
CCOC(=O)C(C#N)C(c1cc(Br)cc(Br)c1O)C(C#N)C(=O)OCC (configuration not stated)	-1.2	0.4	19	2
CC(C)(O)C#Cc1ccc(C(=O)N2CCC(C(O)(c3ccccc3)c3ccccc3)CC2)o1	1.1	0.0	12	-4
NC1=NC(c2ccc(O)cc2)n2c(nc3ccccc32)N1 (configuration not stated)	1.4	0.0	-4	-1
